# Screens from PubChem BioAssay.
# PvdQ inh: P. aeruginosa PvdQ acylase inhibitors, primary screen, biochemical, fluorescence, plate reader and imaging, single point | AID 488965, 2010 | PvdQ acylase [Pseudomonas aeruginosa LESB58] | hit rate 0.063% among 340,000 | purified PvdQ acylase | inhibition, % at 10 µM; in the data active = inhibition above about 30%, passing the limit was not always enough; inconclusive = no clear call, values can overlap the other calls;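 also: 0% = vehicle neutral wells and 100% = reference inhibitor wells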
# Wnt bcat act: Wnt/beta-catenin pathway activators, primary screen, cell-based, plate reader, single point | AID 743398, 2014 | hit rate 1.2% among 300,000 | Wnt/beta-catenin reporter cell assay, activator | activation, % at 9.35 µM; in the data active = activation above about 30%, passing the limit was not always enough; inconclusive = no clear call, values can overlap the other calls;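 also: 0% = neutral control wells and 100% = positive control wells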
# dFosB activator: activators of delta FosB homodimer, primary screen, biochemical, fluorescence polarization, TAMRA-CDK5 oligo, single point. AID 493131, 2011. Protein FosB (Mus musculus), P13346. purified delta FosB; percent of positive-control signal above neutral wells. activation, % at 25 µM. hit rate 0.99% among 340,000;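 active = mean activation above about 17%, with every replicate also reaching it, limit read from the data, passing the limit was not always enough; inconclusive = only one of the two conditions met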;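 also: fluorescence polarization rise as delta FosB binds a TAMRA Cdk5 AP-1 oligo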
# HTR5A inv ag: HTR5A inverse agonists in luminescence cell assay, primary screen, counter-screen for OPRM1-OPRD1 heterodimer inverse agonist project, full-deck HTS; 5-hydroxytryptamine receptor 5A (Homo sapiens), P47898; HTR5A cell line, inverse agonism; inhibition, % at 9.3 µM; hit rate 0.083% among 340,000; in the data active = inhibition mostly above about 23%, no sharp cut-off; inactive = mostly below about 18%;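 also: 0% = cells with DMSO and 100% = no-cell wells with DMSO; some compounds called inactive have numbers as strong as hits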
# NSD2 HMT inh: NSD2 histone methyltransferase inhibitors, primary screen, biochemical, AlphaScreen, single concentration, set 2 | hit rate 0.54% among 310,000 | inhibition, % at 12.5 µM | Histone-lysine N-methyltransferase NSD2 (Homo sapiens), O96028 | NSD2 peptide methylation, 120 min; in the data active = inhibition above about 50%
# HTR5A ag: HTR5A agonists in luminescence cell assay, primary screen, counter-screen for OPRM1-OPRD1 heterodimer agonist project, full-deck HTS; activation, % at 9.3 µM; hit rate 0.61% among 340,000; AID 504692, 2011; cell-based; in the data active = activation mostly above about 9.5%, no sharp cut-off; inactive = mostly below about 7.6%;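 also: 0% = cells with vehicle only and 100% = reference agonist; strong numbers were not always called active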
# CDK5 inh: inhibitors of human CDK5/p35 kinase, primary screen, biochemical, single concentration | hit rate 0.01% among 330,000 | Recombinant CDK5/p35, ADP-Glo luminescence, 60 min | inhibition, % at 10 µM | AID 488839, 2010;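 active = highest replicate inhibition of at least 50% and at least 75% of replicates reaching 50%; inconclusive = only one of the two criteria met; inactive = both criteria failed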;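 also: plate controls were DMSO neutral control for no effect and GW8510 at 10 µM for full effect; many of its hits are not listed in these tables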
# SR-BI HDL uptake: inhibitors of SR-BI mediated HDL lipid uptake, primary screen, ldlA[mSR-BI] cells, fluorescence, single point; Scavenger receptor class B member 1 (Mus musculus), Q61009; ldlA[mSR-BI] CHO cells, DiI-HDL uptake fluorescence, 3 h; AID 488896, 2010; hit rate 0.96% among 320,000; inhibition, % at 12.5 µM;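 active = mean replicate inhibition of at least 70% and a set share of replicates each scoring 70 or more; inconclusive = meets just one of the two criteria; inactive = fails both criteria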;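 also: 0% = median of neutral control wells and 100% = median of positive control wells; values of inactives mirror those of a sister screen read the other way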
# MITF act: activators of MITF-driven TRPM1 promoter reporter, primary screen, cell-based, SK-MEL-5, luciferase, single point; SK-MEL-5 TRPM1-promoter luciferase, 24 h; % of positive control, neutral wells = 0; activation, % at 12.5 µM; hit rate 0.75% among 300,000; AID 588334, 2011;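 active = mean activation of at least 80% with every replicate also reaching 80%; inconclusive = mean reaches 80% but some replicate falls short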;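 also: 0% = neutral control wells and 100% = parthenolide positive control wells; values of inactives mirror those of a sister screen read the other way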
# V-ATPase pH: regulators of yeast V-ATPase proton pumping, primary screen, pHLuorin cytosolic pH fluorescence | S. cerevisiae | response, % at 10 µM | hit rate 0.37% among 350,000 | AID 504577, 2011; in the data active = response mostly above about 7.3%, no sharp cut-off; inactive = mostly below about 5.4%; also: actives read high; inactives centre near 0; some compounds called inactive have numbers as strong as hits; reference of the scale not given here
# Starred values were filed as active, the others as inactive; ? = inconclusive; nt = not tested or not shown. A portion of the library; rates above refer to the full screens.
SMILES,PvdQ inh,Wnt bcat act,dFosB activator,HTR5A inv ag,NSD2 HMT inh,HTR5A ag,CDK5 inh,SR-BI HDL uptake,MITF act,V-ATPase pH
CCOC(=O)C1(CCc2ccccc2)CCN(Cc2cccc3c2OCO3)CC1,6.1,-0.6,-1.2,9.5,2.8,-3.7,-0.3,14.2,1.6,0.0
COC(=O)C(O)(c1ccc(N(C)C(=O)c2ccc(Cl)c(Cl)c2)cc1)C(F)(F)F (stereo not given),-7.0,nt,-9.8,-3.5,-4.2,-0.3,-0.5,12.9,-4.3,1.3
CC(C)C(NC(=O)C(C(C)C)N(C)C)C(=O)N(C)C(C(=O)N1CCCC1C(=O)N1CCCC1C(=O)NCc1ccccc1)C(C)C (stereo not given),0.0,-24.1,-8.1,-8.3,-1.3,2.1,-3.9,10.8,-62.5,12.1
C=C1C(=O)O[C@@H]2C[C@@H](C)[C@@H]3C=CC(=O)[C@@]3(C)[C@@H](OC(=O)CC(=O)O[C@H]3[C@@H]4C(=C)C(=O)O[C@@H]4C[C@@H](C)[C@@H]4C=CC(=O)[C@]43C)[C@H]12,-8.5,-19.6,-3.7,7.5,nt,-1.5,-0.3,nt,-97.9,3.4
COP(=O)(OC)C(NC(=O)/C=C/c1ccccc1)C(Cl)(Cl)Cl (stereo not given),0.8,-1.4,1.1,-4.0,-12.1,-14.7,-0.2,-11.1,20.1,0.5
Cc1c(NS(=O)(=O)c2ccccc2)ccc([N+](=O)[O-])c1Cl,-7.5,-2.6,-3.0,4.1,1.8,-1.1,1.6,-17.1,-5.8,-0.7
C#CCN1CCN(c2cccc(C(F)(F)F)c2)CC1,-12.2,0.0,-7.1,-14.5,-2.5,3.1,0.8,-15.3,-2.9,-1.6
CN1CCN(c2ccc([N+](=O)[O-])c3cccnc23)CC1,2.6,nt,1.5,0.1,0.8,-8.8,-0.8,-5.7,-3.7,-4.1
C/C=C1/CC(C)C(C)(O)C(=O)OCC2CCN3CCC(OC1=O)C23 (stereo not given),1.5,1.4,4.0,7.8,3.6,0.5,-1.1,-16.4,1.0,1.8
CC(=O)O[C@@H]1CC[C@]2(C)C3CC[C@]4(C)C(=O)[C@H](O)CC4C3[C@@H](OC(C)=O)C[C@H]2C1 (stereo not given in full),-15.2,-2.2,8.4,18.0,0.9,-4.6,-1.7,-40.7,-10.0,-2.5
Clc1cccc(Cl)c1C1N2CCCN12 (stereo not given),-5.2,-5.2,4.3,7.1,-3.2,-2.9,-0.1,-11.0,5.4,4.3
CC(=O)OC12COC1CC(O)C1(C)C(=O)C(O)C3=C(C)C(O)CC(O)(C(OC(=O)c4ccccc4)C21)C3(C)C (stereo not given),9.0,-8.0,-2.9,-20.5,-3.3,5.3,2.2,1.2,nt,-8.2
Cc1ccc(/C=C2\C(=O)NC(=O)N(CC3CCCO3)C2=O)s1 (stereo not given),12.8,7.6,1.7,-2.4,5.6,0.8,-0.5,nt,nt,12.1
O=c1c2ccccc2nc(/C=C/c2ccc3c(c2)OCO3)n1-c1cccc(O)c1,15.2,nt,3.1,-1.3,0.3,0.4,0.6,21.2,1.6,-0.5
COc1ccc(-n2c(-c3ccco3)nc3ccccc3c2=O)cc1,6.2,-0.9,-0.4,-3.1,0.2,1.2,0.1,-14.6,2.5,1.1
COC(=O)C1=C(c2ccc(S(C)(=O)=O)cc2)C[C@@H]2CC[C@H]1N2C(=O)N1CCCC1,-5.2,5.0,-8.3,3.4,nt,-1.3,-1.3,-14.9,-0.2,-2.5
COc1cc(OC)c(OC)cc1C=O,-12.6,-1.3,-2.4,24.0,nt,1.2,-1.2,-14.4,2.0,1.8
OCC1CN1C1CCCCC1 (stereo not given),-5.0,0.0,0.9,-12.8,0.0,3.3,1.0,-14.7,-5.5,0.2
CCN1CCN(C(=O)COc2cc(=O)n(CC)c3ccccc23)CC1,1.1,6.0,-3.0,-5.3,5.3,0.0,1.0,-24.6,nt,-0.2
OC1/C(=C/c2ccc(C(F)(F)F)cc2)N2CCC1CC2 (stereo not given),-1.2,1.4,-3.1,0.4,-2.0,1.4,1.1,-13.0,31.4,0.7
COc1ccc(CCNC(=O)c2c(N)n(CCN3CCOCC3)c3nc4ccccc4nc23)cc1OC,-16.2,0.3,-13.0,-12.5,-15.0,1.0,-1.0,7.2,-5.6,4.2
Cc1nc2cc(C(=O)N3CCC4(CC3)OCCO4)ccc2n1-c1cccc(F)c1,-11.7,nt,-1.8,7.4,1.5,-2.5,0.0,-2.5,-7.8,2.4
CCOC(=O)c1c(-n2c(C)cc(C=C3C(=O)NC(=O)NC3=O)c2C)sc2c1CCCC2,-2.6,-4.1,-6.5,1.2,16.4,-0.4,0.5,16.8,nt,1.0
CC1CN=C(Nc2ccc(F)cc2)S1 (stereo not given),-3.3,8.3,5.6,-2.5,0.1,1.0,0.5,-4.8,-0.6,0.2
CCCOc1ccc(C(C)=O)cc1Cc1c(O)[nH]c(=S)[nH]c1=O,-17.6,1.8,-8.8,-8.6,-2.0,2.3,-0.4,1.7,nt,-2.8
CC/C(=N\N1CCCCC1)c1c(O)[nH]c(=O)[nH]c1=O,-8.2,0.4,2.8,-31.4,-2.7,-0.6,-0.1,-11.3,-0.2,1.8
CCC[N+]12CCC(CC1)C(C(O)(c1ccccc1)c1ccccc1)C2 (stereo not given),-7.5,-1.4,-4.5,-10.2,49.2,0.2,-1.9,3.0,7.7,0.3
CCn1cc(C(=O)N2CCC3(CC2)OCCO3)c(=O)c2cc(S(=O)(=O)N3CCCC3)ccc21,-6.6,nt,-8.2,0.9,2.5,0.0,-2.3,-3.6,2.0,0.4
O=c1[nH]c(O)c(C=Nc2cccc(F)c2)c(=O)[nH]1,-4.1,1.9,-10.9,2.2,-1.9,-0.6,0.7,9.7,1.9,-0.1
CN1CCN(Cc2cc(C(C)(C)C)c(O)c(C(C)(C)C)c2)CC1,-8.0,nt,-2.8,-7.8,-0.7,-2.8,0.3,-25.5,-3.9,1.8
COc1ccc(CC2C(=O)NC(=O)N(c3ccccc3)C2=O)c(OC)c1 (stereo not given),7.6,0.2,0.2,10.3,-0.7,-0.8,-1.2,nt,-12.0,1.6
COC(=O)C1=C(c2ccc(C(C)=O)cc2)C[C@@H]2CC[C@H]1N2C(=O)NCCO,0.2,-0.2,-0.4,2.4,nt,4.0,-1.6,-22.1,5.1,-2.4
COc1cc(/C=C/c2nc3ccccc3c(=O)n2-c2ccc(O)cc2)ccc1O,-14.6,4.8,-10.4,-18.6,-4.4,4.8,-0.1,29.1,-0.9,0.1
CCOC(=O)CC1=C(C(=O)OCC)C2(C(=O)N1)C(C(=O)OC)=C(N)Oc1ccccc12 (stereo not given),1.9,-1.7,-12.5,-34.5,0.9,-1.1,-1.1,-18.7,nt,2.4
Cc1c(C(c2ccc(O)cc2)c2c(O)c3ccccc3oc2=O)c(=O)n(-c2ccccc2)n1C (stereo not given),1.7,nt,-5.4,-9.8,-2.4,2.7,-0.6,-34.2,-11.2,1.4
COc1ccccc1OCCCn1cc(C(C)=O)c2ccccc21,13.2,2.2,-4.6,-18.5,-2.7,6.5,0.4,31.0,-20.2,0.6
COc1ccc(-n2c(Cc3ccccc3)nc3ccccc3c2=O)cc1,-7.8,-1.2,-7.1,-1.8,-3.6,0.7,2.3,-3.2,-4.2,-4.8
CCc1ccccc1NC(=O)CSc1nnc([C@@H](N)Cc2c[nH]c3ccccc23)o1,-11.2,-8.8,-7.7,20.2,-2.7,0.0,4.1,13.0,nt,-2.1
CCC1CCCCN1CC(=O)c1ccc(OC(F)F)cc1 (stereo not given),-10.9,-1.8,3.0,17.3,0.7,6.0,0.1,-13.2,1.8,-1.3
Cc1ccc(-n2c(O)c(/C=N/N3CCCCC3c3cccnc3)c(=O)[nH]c2=S)cc1 (stereo not given),6.5,-1.4,?,18.2,1.3,2.9,0.9,-0.4,0.3,-4.2
CC1CN1P(=S)(c1ccccc1)N1CC1C (stereo not given),-8.4,-2.8,7.5,-11.0,-0.8,2.8,0.0,-26.5,3.4,-3.3
Cc1ccsc1C(=O)C1CCCN(Cc2cc3ccccc3o2)C1 (stereo not given),2.5,-0.8,-8.4,-4.2,3.4,7.4,0.3,nt,-1.9,3.8
Cc1cc(NC(=O)COC(=O)c2c(C)nn(Cc3ccccc3Cl)c2Cl)no1,3.5,nt,46.2*,-21.0,-0.1,8.8,0.1,-3.7,-14.1,-1.0
O=C(COC(=O)Cc1ccccc1)Nc1nnc(-c2ccccc2)o1,0.5,3.5,-3.7,6.3,-1.5,-2.6,0.3,-15.1,12.3,-0.2
O=C1NC(=O)C(=Cc2ccc(OCCOc3ccc([N+](=O)[O-])cc3)cc2)C(=O)N1,-0.9,-0.3,-3.4,19.5,15.2,-6.9,-8.6,-2.1,4.5,-3.3
CCCCCCn1c(O)c(C=Nc2c(C)n(C)n(-c3ccccc3)c2=O)c(=O)[nH]c1=O,-2.8,nt,4.6,5.3,3.7,5.8,-0.9,-5.5,-7.0,1.4
CN1CCN(c2c[nH]c(=O)[nH]c2=O)CC1,-10.7,-0.9,7.0,-3.8,-1.9,-4.3,-2.7,-2.9,2.0,0.3
CNC(C(=O)c1ccccc1)C(OC)c1cccc([N+](=O)[O-])c1 (stereo not given),1.1,0.1,0.5,0.5,-0.4,1.4,-0.1,-4.5,nt,5.0
CN(C)CCOC(=O)c1cn(Cc2ccccc2)c2ccccc12,-5.3,-1.8,5.1,6.5,16.1,-2.6,2.3,nt,2.6,-1.2
CCCCCCCCCCOC(=O)CCN1CC1,1.3,nt,0.5,-16.5,-1.0,4.3,-1.0,-4.1,-4.8,1.1
CCOc1ccc(-n2c(O)c(C=Nc3ccc(N(CC)CC)cc3)c(=O)[nH]c2=O)cc1,-17.4,nt,-10.5,-0.5,-2.9,0.2,-2.6,15.0,-12.4,-0.5
O=S(=O)(c1ccccc1)N1CC1c1ccccc1 (stereo not given),-14.7,nt,-0.6,-4.0,-2.2,-0.2,-0.4,-6.1,37.0,-2.2
CC(=O)Nc1ccc([As](=O)(O)c2ccc([N+](=O)[O-])cc2)cc1,0.5,0.9,-3.3,-27.3,4.4,0.1,-1.5,nt,-0.5,-0.7

# Given with two lines to a compound: entries from further up
# The line under a structure holds: PvdQ inh | Wnt bcat act | dFosB activator | HTR5A inv ag | NSD2 HMT inh | HTR5A ag | CDK5 inh | SR-BI HDL uptake | MITF act | V-ATPase pH
COC(=O)C(O)(c1ccc(N(C)C(=O)c2ccc(Cl)c(Cl)c2)cc1)C(F)(F)F (stereo not given)
    -7.0 | nt | -9.8 | -3.5 | -4.2 | -0.3 | -0.5 | 12.9 | -4.3 | 1.3
CCc1ccccc1NC(=O)CSc1nnc([C@@H](N)Cc2c[nH]c3ccccc23)o1
    -11.2 | -8.8 | -7.7 | 20.2 | -2.7 | 0.0 | 4.1 | 13.0 | nt | -2.1
